LDHA block = blocks human lactate dehydrogenase A; P00338; purified LDHA, NADH/diaphorase-resazurin fluorescence; stronger effect = lower value; activity change, % (values are at about 110 or 230 µM); 480,000 tested, 0.15% active; in the data active = activity change below about -30%; inconclusive = mostly about -25% to -30%;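 also: plate controls were DMSO wells for no effect and wells without enzyme for full effect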
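Human LDH5 (2 nM) was incubated with 0.06 mM NADH and 0.2 mM pyruvate for 5 min at room temperature in Tris pH 7.4. Remaining NADH was coupled through diaphorase/resazurin, and resorufin fluorescence was read at 0 and 20 min.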
USP1 inh = USP1/UAF1 (human) deubiquitinase inhibition; O94782; recombinant USP1/UAF1, Ub-Rhodamine cleavage fluorescence; Potency, µM (doses to about 57.1 µM), for inactives: top-dose activity change, negative = inhibition, most hits filed as inhibitors; 390,000 tested, 0.23% active; AID 743255; also: potency is read from the fitted curve at half-maximal effect; % is scaled to controls: 0 for no effect and ±100 for the full control effect; nearly all actives have a fitted effect of over 60% in size; inactives centre near -12
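High-throughput fluorogenic screen: 1nM USP1/UAF1 complex, Ub-Rho substrate 150nM final, 50mM HEPES pH 7.8 with 0.5mM EDTA, 0.1 mg/ml BSA, 1mM TCEP and 0.01% Tween-20.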
Vif-A3G inh = Vif-A3G binding inhibition; Q9HC16; HeLa A3G-eYFP + Vif (tagged APOBEC3G with the HIV-1 protein that degrades it), YFP fluorescence, overnight; Potency, µM (doses to about 46.1 µM), without a hit: at the highest dose activity, negative = active, most hits filed as inhibitors; 410,000 tested, 0.076% active; AID 602310;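 also: potency is read from the fitted curve at half-maximal effect; % is scaled to controls: 0 for no effect and ±100 for the full control effect; nearly all actives have a fitted effect of over 60% in size; hits raise eYFP signal because A3G escapes Vif-driven loss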
Target sequence (Q9HC16 whole entry, looked up): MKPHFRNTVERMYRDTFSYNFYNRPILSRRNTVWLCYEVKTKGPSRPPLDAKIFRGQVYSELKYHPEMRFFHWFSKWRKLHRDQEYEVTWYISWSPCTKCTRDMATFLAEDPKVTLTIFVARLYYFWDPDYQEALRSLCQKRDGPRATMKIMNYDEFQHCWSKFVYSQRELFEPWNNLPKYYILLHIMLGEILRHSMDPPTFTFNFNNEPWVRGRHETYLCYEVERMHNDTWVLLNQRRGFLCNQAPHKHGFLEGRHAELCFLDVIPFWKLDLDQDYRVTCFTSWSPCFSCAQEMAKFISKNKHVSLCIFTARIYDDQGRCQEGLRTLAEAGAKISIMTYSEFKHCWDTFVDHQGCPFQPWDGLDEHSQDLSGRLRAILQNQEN
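HeLa cells stably expressing Vif and C-terminally eYFP-tagged A3G, seeded overnight at 37 deg C, then exposed to compound by pintool overnight at 37 deg C. Rise in yellow fluorescence (Ex 488/Em 500-530, Acumen) marks blocked Vif-driven A3G degradation.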
Vif-A3F inh = inhibitors of Vif-A3F interaction; HeLa A3F-eYFP + Vif (tagged APOBEC3F with the HIV-1 protein that degrades it), YFP fluorescence increase; Potency, µM (series often up to 46.1 µM), for inactives: at the highest dose activity, negative = active; 390,000 tested, 0.2% active; also: potency is read from the fitted curve at half-maximal effect; % of control where 0% means no effect; nearly all actives have a fitted effect of over 65% in size
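HeLa cells stably expressing Vif plus C-terminally eYFP-tagged A3F were seeded, incubated overnight at 37 deg C, dosed with compound, incubated overnight again at 37 deg C. Yellow fluorescence (Ex 488/Em 500-530) reported blocked Vif-mediated A3F-eYFP degradation.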
RXFP1 ag = activates the human relaxin receptor RXFP1; 370,000 tested, 0.3% active; AID 2676; Potency, µM (top dose mostly 57.5 µM), for inactives: top-dose activation, usual class: activators; HEK293T-RXFP1 cAMP TR-FRET, 30 min; response scale: percent of porcine relaxin response, buffer zero; also: potency is read from the fitted curve at half-maximal effect; % is scaled to controls: 0 for no effect and ±100 for the full control effect; nearly all actives have a fitted effect of over 60% in size; many of its hits are not listed in these tables
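HEK293 cells stably expressing RXFP1, treated 30 min at 37C with compounds plus PDE4 inhibitor Ro 20174; cAMP measured by HTRF TR-FRET. Normalized to buffer and 29 nM porcine relaxin; EC50 by Hill fit.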
mIDH1 inhibitor = human IDH1 R132H inhibition; Potency, µM (series often up to 76.6 µM), inactives show at the top dose activity change, negative = inhibition, hits mostly inhibitors; AID 602179; IDH1-R132H enzyme, NADPH consumption, diaphorase/resazurin fluorescence; 390,000 tested, 0.093% active; O75874; also: potency is read from the fitted curve at half-maximal effect; % is scaled to controls: 0 for no effect and ±100 for the full control effect; nearly all actives have a fitted effect of over 65% in size
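IDH1-R132H (0.5 ug/mL) preincubated 30 min with compound, then NADPH (0.016 mM) and alpha-KG (2 mM) added; 80 min at RT, pH 7.5. Remaining NADPH coupled via diaphorase/resazurin to fluorescence (540/590 nm); concentration-response curves normalized to no-enzyme control.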
TrxR1 substrate = is turned over as a substrate by rat TrxR1. Potency, µM (titrated, usually from 114 µM), for inactives: at the highest dose activity change, negative = substrate turnover. 390,000 tested, 0.01% active. purified TrxR1 substrate turnover, NADPH consumption readout. O89049. AID 588456; also: potency is read from the fitted curve at half-maximal effect; % is scaled to controls: 0 for no effect and ±100 for the full control effect; nearly all actives have a fitted effect of over 50% in size
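Rat TrxR1, dispensed at 90 nM, was prereduced with 400 uM NADPH (final) for 5 min at ~22 deg C, then incubated with compound 15 min before 400 uM selenite. A first-read NADPH fluorescence drop versus no-compound background flagged substrates.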
Glioma ERSR ind = induces the endoplasmic reticulum stress response in human glioma cells; U87-MG GRP78 promoter luciferase reporter, 16 h; Potency, µM, inactives show top-dose activation, most hits filed as activators; 420,000 tested, 0.02% active; also: potency is read from the fitted curve at half-maximal effect; series mostly up to about 76 µM; % of control where 0% means no effect; nearly all actives have a fitted effect of over 35% in size
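Stably transfected U87-MG glioma cells carrying a GRP78-based luciferase sensor; 16 h compound incubation. Luminescence end-point read 10 min after Bright-Glo addition at room temperature.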
PI4K2A block = inhibitors of human PI4K2A; Q9BTU6; purified PI4K2A, ADP-Glo luminescence, 1 h; stronger effect = lower value; activity change, negative = inhibition, % at 76.9 µM; 420,000 tested, 0.13% active; AID 1346378; in the data active = activity change below about -50%; inconclusive = mostly about -30% to -49%;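 also: -100% = wells without enzyme as full effect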
Target sequence (Q9BTU6 whole entry, looked up): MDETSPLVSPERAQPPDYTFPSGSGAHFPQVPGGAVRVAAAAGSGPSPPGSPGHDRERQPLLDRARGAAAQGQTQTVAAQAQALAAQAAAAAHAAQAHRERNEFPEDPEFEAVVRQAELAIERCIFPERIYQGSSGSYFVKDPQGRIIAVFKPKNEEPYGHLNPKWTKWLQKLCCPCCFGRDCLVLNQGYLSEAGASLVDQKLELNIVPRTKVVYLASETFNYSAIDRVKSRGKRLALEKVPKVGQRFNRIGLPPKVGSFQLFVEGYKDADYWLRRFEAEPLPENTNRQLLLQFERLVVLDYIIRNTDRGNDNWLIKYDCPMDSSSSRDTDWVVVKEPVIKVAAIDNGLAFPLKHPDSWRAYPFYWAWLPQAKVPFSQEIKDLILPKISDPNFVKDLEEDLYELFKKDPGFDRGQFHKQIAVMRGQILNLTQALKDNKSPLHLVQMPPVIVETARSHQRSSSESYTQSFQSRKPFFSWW
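ADP-Glo luminescence measured ADP generated by PI4K2A enzyme (4 ug/mL before mixing) with 1.2 mM PI substrate (pre-mix) and 300 microM ATP (pre-mix). Tris pH7.5 buffer with MgCl2, Triton X-100; 1 h reaction at ambient temperature.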
* hit, by the source's call; u = inconclusive; x = not tested or not shown; & = joins results of further samples; [ ] = another dose, or the depositor's remark. Unless noted, calls follow the shape of the dose curve; as a rule, active = well fitted curve in the direction sought with a large enough effect; inconclusive = small, poorly fitted or top-dose-only effect, or another doubt; inactive = no such curve, though single readings can be large; an effect the other way counts as inactive or inconclusive.

SMILES	LDHA block	USP1 inh	Vif-A3G inh	Vif-A3F inh	RXFP1 ag	mIDH1 inhibitor	TrxR1 substrate	Glioma ERSR ind	PI4K2A block
CCN1CCN(C(=O)CN(C)S(=O)(=O)c2ccc3ccccc3c2)CC1	-1	-15%	1%	-10%	-2.2%	1%	2%	-3%	5
Cc1ccccc1NC(NC(=O)c1cccs1)C(Cl)(Cl)Cl (centres undefined)	-2	-32%	-5%	-6%	-3.4%	1%	-3%	-8%	-3
N#CCOc1ccccc1CNC[C@H]1O[C@@H](n2cnc3c(=O)[nH]c(N)nc32)[C@H](O)[C@@H]1O	-8	x	-1%	x	x	x	x	-4%	-2
O=C(NC1CCCCC1)C(CCc1ccccc1)N1CCOCC1 (centres undefined)	-2	x	-4%	x	x	x	x	-3%	-5
COc1cc(OC)cc(-c2nc(-c3ccccc3OC)no2)c1	-4	-3%	0%	-6%	-0.2%	16%	-10%	-2%	3
COc1cc(/C=C2\C(=N)N3N=CSC3=NC2=O)ccc1OS(=O)(=O)c1ccccc1[N+](=O)[O-]	-12	2%	1%	-2%	-0.8%	-18%	2%	-3%	1
CC1(C(=O)NS(=O)(=O)c2ccc(Cl)s2)CCN1C(=O)C1(c2ccc(Cl)cc2)CCC1 (centres undefined)	-4	x	1%	x	x	x	x	-2%	-1
CCC(=O)Oc1ccc2c(C)cc(=O)oc2c1C(=O)CC	-13	-7%	3%	3%	1.9%	-5%	8%	2%	16
CCOC(=O)c1c(-c2ccc(OC)cc2)csc1/N=C/C1C(=O)CCCC1=O	15	-16%	u	25µM*	-0.8%	5%	0%	13%	-1
CC(=O)NC(c1ccccc1)c1nc(-c2cc3ccccc3o2)cs1 (centres undefined)	-4	x	-5%	x	x	x	x	1%	-6
O=C(COc1ccccc1Br)NCCc1nc2ccccc2[nH]1	-3&5	-15%	1%	8%	1.0%	7%	-13%	-3%	-1
C/C(=C\C(=O)c1ccc(Cl)cc1)NCc1ccc2c(c1)OCO2	-3	-27%	-7%	-7%	-0.2%	0%	-6%	2%	-9
Cc1ccccc1CN1C2=NCCCN2c2ccccc21	0&-11	3%	6%	3%	0.2%	-3%	-6%	-4%	0
O=C(Cc1n[nH]c(=O)[nH]c1=O)N/N=C/c1ccccc1O	-9	-23%	-1%	-28%	-0.2%	2%	6%	-3%	1
O=C(CCl)Nc1ncc(S(=O)(=O)c2ccc([N+](=O)[O-])cc2)s1	1	-3%	-7%	0%	x	2%	-1%	13%	2
O=C(O)C1C2C=CC(C2)C1C(=O)NCCc1ccncc1 (centres undefined)	-10	-1%	1%	-5%	-0.1%	-1%	6%[57.1 µM]	-3%	1
Cc1cc2ccc(C)c(C)c2nc1SCC#N	5	-11%	-2%	-11%	0.1%	6%	1%	-2%	4
CCOc1ccc(C(=O)Nc2ccc3nc(SCCOc4ccccc4)sc3c2)cc1	-3	-12%	1%	0%	18%	-7%	17%	0%	0
CCN(CC)S(=O)(=O)c1cc(C(=O)Nc2nncs2)c(Cl)cc1Cl	-2	-11%	0%	-1%	2.2%	-5%	-7%	-4%	-3
CCOc1ccc(C(=O)OCC(=O)NCCNC(=O)COC(=O)c2ccc(OCC)cc2)cc1	-2	-2%	2%	3%	4.0%	1%	-11%	-2%	-3
Cc1cc([N+](=O)[O-])nn1CCCC(=O)Nc1cccc(Cl)c1Cl	-2	-19%	-4%	-5%	0.4%	-7%	6%	1%	0
COc1ccc(CCN(C(=O)C(F)(F)F)C(C(=O)NC2CCCCC2)c2cccs2)cc1 (centres undefined)	0	-24%	-3%	-11%	-2.0%	0%	2%	-1%	-1
CCOc1cc(C(N)=O)cc(Cl)c1OCc1ccccc1	-1	-6%	-5%	-5%	-4.1%	-6%	-5%	1%	-2
Cc1ccc(S(=O)(=O)N2CCN(S(=O)(=O)c3ccccc3)C2)cc1	2	-18%	-5%	0%	1.1%	16%	-11%	2%	-4
CCN(C(=O)COc1nc(C)cc(C)c1C#N)c1ccccc1	-15	-5%	-3%	-3%	-0.6%	3%	-9%	-1%	-1
Cc1cc2oc(=O)cc(CN3CCCC3)c2cc1C	-8	x	-1%	x	x	x	x	1%	1
CCOc1ccccc1-n1nnnc1SCC(=O)NC(=O)Cc1ccccc1	-3	-7%	2%	-4%	0.1%	2%	-14%	-2%	-2
CCNNC(=O)C(O)(c1cccc(C)c1)c1cccc(C)c1	-4	-11%	0%	-26%	2.1%	0%	-14%	-1%	2
COc1ccc(C(=O)OCC(=O)c2ccc(Br)s2)c(OC)c1	-1	-19%	0%	2%	5.4%	7%	-16%	-2%	-4
CCn1c(SCC(=O)Nc2ccc3c(c2)oc2ccccc23)nnc1-c1ccc(N)cc1	-11	-25%	-28%	-23%	1.2%	7%	8%	6%	-1
Cn1c(SCC(=O)Nc2nccs2)nnc1C1CC1	-3	-21%	2%	1%	1.3%	-4%	-1%	-2%	-7
COC(=O)[C@H](CC(C)C)NC(=O)N1CCCCC1C (some centres undefined)	-6	-4%	-1%	1%	-1.2%	5%	5%	-2%	-2
Cc1ccc(N(C)C(=O)C2CCN(S(=O)(=O)c3ccc4c(c3)oc(=O)n4C)CC2)cc1	1	-26%	-5%	-1%	-0.8%	-4%	7%	-1%	1
COc1ccc(CC(=O)Nc2ccc(-c3nnc(-c4ccccc4)o3)cc2)cc1OC	0	-21%	2%	0%	u	0%	14%	2%	5
CN1CCN(C(=O)Nc2ccc3c(c2)N(C)C(=O)c2ccccc2S3)CC1	-5	-14%	-6%	1%	0.7%	1%	5%[57.1 µM]	-5%	-5
O=C1ON=C(c2ccccc2)/C1=C\c1ccco1	3	u	-5%	-5%	-3.7%	2%	2%	-1%	0
CSCC[C@H](NC(=O)c1ccc2c(c1)OCO2)c1nnc2ccccn12	-5	-14%	-1%	-3%	11%	-6%	1%	-3%	4
COC(=O)c1ccc(Cl)c(NC(=O)NC23CC4CC(CC(C4)C2)C3)c1	1	-11%	4%	-5%	3.9%	-3%	1%	-8%	-3
O=C(NC1CC(=O)N(c2ccccc2)C1)c1ccc(Br)o1 (centres undefined)	-3	-13%	7%	1%	-0.8%	1%	7%[57.1 µM]	-2%	-4
O=C(NCc1cccs1)c1ccc(Cl)c(S(=O)(=O)N2CCCC2)c1	-8	-20%	5%	17%	2.2%	2%	6%	-4%	5
Cc1cn2c(=O)c(C(=O)N3CCN(c4ccccc4)CC3)cnc2s1	0	6%	0%	6%	0.0%	-3%	-2%	1%	0
COc1cc(NC(=O)NCCN2CCN(c3ccc(Cl)cc3)CC2)ccc1C	0	-4%	0%	0%	0.3%	-3%	5%[57.1 µM]	0%	-7
Cc1cccc(NC(=O)Nc2ccc(OCc3ccccc3)cc2)n1	-5	-21%	-1%	0%	0.0%	-2%	14%[57.1 µM]	-2%	0
Cc1cccc(N(CC(=O)NCCC2=CCCCC2)S(C)(=O)=O)c1C	-3	-25%	1%	-5%	-0.3%	8%	7%[57.1 µM]	-1%	1
Cc1ccc(-c2csc3nc(C)n(-n4cccc4)c(=O)c23)o1	-3	-12%	2%	-10%	4.6%	1%	5%	-2%	-1
COc1ccc(C(=O)NCC(=O)OCC(=O)c2ccc3c(c2)NC(=O)CO3)cc1OC	-3	-13%	0%	6%	-0.1%	18%	8%[57.1 µM]	-4%	-3
COc1ccc(-n2c(SCC(=O)Nc3ccc(Br)cc3)nc(O)cc2=O)cc1	-3	7%	-1%	-2%	0.3%	-1%	0%[57.1 µM]	-2%	-4
O=c1oc(-c2cccs2)nc2sc3c(c12)CCCC3	1	5%	1%	1%	1.0%	5%	23%	-3%	0
COc1ccc(CNc2nc3ccccc3n2Cc2ccc(C)cc2)cc1OC	-5	-3%	2%	4%	3.0%	-1%	-11%	1%	7
COc1ccc(C(=O)NC(=S)Nc2ccccc2[N+](=O)[O-])cc1OC	-5	-9%	-1%	3%	2.3%	2%	8%[57.1 µM]	-4%	8
O=C(NCCc1cccc(F)c1)C1CC(O)CN1C(=O)Nc1ccccc1 (centres undefined)	-4	-8%	1%	-1%	x	-7%	x	6%	3
Cc1ccc(CN2CCN(C/C=C/c3ccc(F)cc3)CC2CCO)o1 (centres undefined)	-8	-6%	4%	0%	-1.4%	-1%	5%	-1%	3
Nc1ccc(/C=C/c2cc(Cl)nc3ccccc23)cc1	0	x	u	x	x	x	-5%	1%	x
CCCOC(=O)Cn1cnc2scc(-c3ccc(C)cc3)c2c1=O	0	-24%	-13%	8%	1.0%	4%	-2%	1%	-2
CCc1ccc(C(=O)c2cn(CC(=O)Nc3cc(OC)cc(OC)c3)c3ccc(CC)cc3c2=O)cc1	-2	-9%	-1%	3%	-0.9%	6%	-11%	-3%	-1
O=C(Cc1ccccc1)NNC(=O)Nc1cccc(Cl)c1	-6	2%	1%	-4%	1.6%	-1%	-3%	-6%	5

Source: PubChem

This is a subset; the hit share may differ from the screen's.
